From PubChem
NF-kB neuron act – raises NF-kB expression in human neuronal cells; fold change at 12.5 µM; 190,000 compounds, 1.6% hits; NF-kB reporter expression; active compounds read high; in the data active = fold change above about 3.3
STAT1 inh – reduces IFN-gamma driven STAT1 reporter signal; NIH 3T3 STAT1-luciferase reporter, luminescence; inhibition, % at 5.5 µM; 200,000 compounds, 0.35% hits;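 active = inhibition above a set limit, the mean inhibition across all tested compounds plus 3 SD, cut at about 34% in these data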;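 also: 0% = IFN-gamma with DMSO and 100% = IFN-gamma with 300 µM nifuroxazide; values of inactives mirror those of a sister screen read the other way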
FLuc inh counter – inhibits firefly luciferase, flagging false hits in luciferase inhibition screens. P08659. AID 1006. inhibition, % at 10 µM. 200,000 compounds, 1.5% hits. ATPLite firefly luciferase biochemical luminescence, 10 min;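 active = inhibition above about 50% when tested at 10 µM, limit read from the data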
Target sequence (P08659 whole entry, looked up): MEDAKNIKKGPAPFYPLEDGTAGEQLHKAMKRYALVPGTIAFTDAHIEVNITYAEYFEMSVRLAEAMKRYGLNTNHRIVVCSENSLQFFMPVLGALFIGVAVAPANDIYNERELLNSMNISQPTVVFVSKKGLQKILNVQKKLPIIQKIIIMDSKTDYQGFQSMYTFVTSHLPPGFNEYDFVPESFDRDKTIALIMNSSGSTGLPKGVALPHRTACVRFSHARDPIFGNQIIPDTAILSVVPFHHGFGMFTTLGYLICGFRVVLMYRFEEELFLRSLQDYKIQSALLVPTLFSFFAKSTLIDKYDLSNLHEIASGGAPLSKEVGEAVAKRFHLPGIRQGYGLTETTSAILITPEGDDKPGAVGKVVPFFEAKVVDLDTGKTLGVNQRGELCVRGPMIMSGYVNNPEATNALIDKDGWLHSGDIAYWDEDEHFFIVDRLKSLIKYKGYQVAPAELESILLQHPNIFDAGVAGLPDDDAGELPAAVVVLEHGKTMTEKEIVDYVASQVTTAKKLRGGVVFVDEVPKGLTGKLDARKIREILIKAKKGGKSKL
Hsp70 act – Hsp70 transcriptional activation, primary screen | AID 1203 | 200,000 compounds, 0.04% hits | HeLa Hsp70 promoter luciferase reporter, luminescence; scaled: vehicle 0, proteasome-inhibitor control 100% | activation, % at 10 µM;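 active = activation above the mean across all tested compounds plus 3 SD, cutoff set per campaign, cut at about 5.5% in these data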;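 also: 100% = MG132 at 30 µM as the positive control and 0% = DMSO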
STAT3 activator – STAT3 signaling activation. 190,000 compounds, 0.91% hits. U3A cells, IL-6 STAT3-luciferase reporter, luminescence; 100% = signal with IL-6 EC80 alone. activation (% of control), % at 5.6 µM. AID 871;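 active = activation above the screen-wide mean of compound activation plus 3 SD, cut at about 130% in these data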;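 also: 0% = background luminescence of wells with medium and substrate only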
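Test system: human U3A cells carrying STAT3-luciferase construct; control set: IL-6-only wells as 100% reference; timing: compound pre-incubation 1 h before IL-6, then 6 h stimulation at 37 °C; also added: IL-6 stimulus at 33 ng/mL final; evaluation: % activation versus median of IL-6-stimulated wells; detection: reporter luminescence signal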
STAT3 inh – STAT3 signaling inhibition | U3A cells, IL-6 STAT3-luciferase reporter, luminescence; host cell line lacks STAT1 | inhibition, % at 5.5 µM | 190,000 compounds, 0.89% hits | AID 862;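 active = inhibition above the mean inhibition across all screened compounds plus 3 SD, cut at about 44% in these data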;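 also: 0% = DMSO only wells and 100% = 100 µM nifuroxazide control wells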
APP 5'UTR act – APP 5'UTR luciferase reporter activation. 190,000 compounds, 1% hits. activation, % at 2 µM. SH-SY5Y APP 5'UTR luciferase reporter, luminescence; zero percent = DMSO vehicle wells. AID 1276;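 active = activation above a set limit, based on mean plus 3 SD of controls, cut at about 140% in these data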; also: values of inactives mirror those of a sister screen read the other way
STAT1 activator – STAT1 signaling activation | NIH 3T3 STAT1-luciferase reporter, IFN-gamma, luminescence; 100% = IFN-gamma alone, no compound | activation (% of control), % at 5.5 µM | 200,000 compounds, 2.6% hits | AID 932;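 active = activation above the screen-wide mean activation plus 3 SD, cut at about 130% in these data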;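 also: raw ratio to IFN-gamma control signal so 100% means no change and 0% no light; values of inactives mirror those of a sister screen read the other way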
APP 5UTR inh – APP translation inhibition; inhibition, % at 2 µM; AID 1285; SH-SY5Y APP 5'UTR-luciferase reporter, luminescence; 190,000 compounds, 0.82% hits;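 active = inhibition above a set limit, derived from the sample mean plus 3 SD, cut at about 45% in these data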; also: values of inactives mirror those of a sister screen read the other way
RAM inhibit – blocks the yeast RAM network. 190,000 compounds, 1.8% hits. AID 868. inhibition, % at 50 µM. S. cerevisiae dse1pr::URA3 reporter, 5-FOA growth OD615, 2 d; analog-sensitive cbk1-as2 kinase mutant strain;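 active = inhibition above a set limit, 3 SD over mean compound inhibition, cut at about 8.4% in these data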;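 also: 0% = DMSO-only wells with no growth and 100% = 10 µM 1-NA-PP1 full growth; inhibition rescues growth on 5-FOA so higher OD means more RAM inhibition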
* marks the source's active call; other numbers are inactive results.

SMILES | NF-kB neuron act | STAT1 inh | FLuc inh counter | Hsp70 act | STAT3 activator | STAT3 inh | APP 5'UTR act | STAT1 activator | APP 5UTR inh | RAM inhibit
CCN(CC)C(=O)CSc1nnc(-c2cccs2)n1Cc1ccco1 | 1.7 | -3 | -2 | -0.2 | 104 | 5 | -11 | 103 | 11 | 1.1
COc1cc2ncnc(NCc3cccs3)c2cc1OC | 0.98 | 16 | -3 | -0.3 | 106 | -1 | 7 | 83 | -7 | 0.4
O=C(O)C1CCN(C(=O)Cc2ccccc2)CC1 | 1.2 | -6 | -1 | -0.1 | 90 | 14 | -8 | 103 | 8 | 0.7
COc1cccc(-c2nn(-c3ccccc3)cc2/C=C\C(=O)c2cccs2)c1 | 1.1 | 2 | 7 | 0.2 | 103 | -1 | -4 | 98 | 4 | 4.9
Cc1occc1-c1nnc(SCC(=O)N2CC(=O)Nc3ccccc32)n1CC(C)C | 1 | -4 | -7 | -0.1 | 97 | 10 | -3 | 103 | 3 | 1.7
Cc1nn(-c2ccccc2)c(C)c1NC(=O)COc1ccc(C#N)cc1 | 1.1 | 7 | -9 | -0.4 | 98 | 8 | 18 | 94 | -18 | 1.4
CCCC(=O)c1cc2c(cc1NC(=O)CC)OCCO2 | 1.1 | 4 | -8 | 0.0 | 103 | 1 | -21 | 93 | 22 | 1.0
COc1ccc(OCc2cc(-c3ccc(Cl)cc3)no2)cc1 | 1.1 | -6 | -4 | -0.2 | 92 | 11 | -6 | 105 | 6 | 1.3
COC(=O)C1=C(SC)N(c2ccc(OC)cc2)C(c2ccccc2)CC1=O (stereo not drawn) | 1.1 | 16 | -6 | -0.1 | 99 | 6 | 0 | 86 | 0 | 2.5
Cc1cccc(-n2c(=O)c3c4c(sc3n3c(=S)[nH]nc23)CCC4)c1 | 1 | 4 | 0 | -0.1 | 102 | 3 | -5 | 97 | 5 | 2.1
C/C(=N\NC(=O)Cn1ccc(C(F)(F)F)n1)c1ccco1 | 1.1 | 2 | -4 | -0.3 | 90 | 16 | 9 | 98 | -9 | 1.7
C=CCC(O)c1c(-c2ccccc2)nn(C)c1Cl (stereo not drawn) | 1.1 | 5 | -6 | -0.2 | 92 | 13 | 1 | 95 | -1 | 1.5
O=C(NN1CCOCC1)C12CC3CC(CC(C3)C1)C2 | 1.4 | 1 | -2 | -0.5 | 95 | 4 | 11 | 99 | -11 | 0.1
O=C(c1ccc(CNS(=O)(=O)c2ccccc2)cc1)N1CCN(Cc2ccccc2)CC1 | 0.88 | 3 | -1 | -0.5 | 66 | 44* | 14 | 97 | -14 | -0.1
CCn1c(SCC(=O)NC(C)(C)C)nnc1-c1ccncc1 | 1 | 5 | -2 | -0.1 | 102 | 5 | -4 | 95 | 4 | -0.9
COc1ccc(NC2=CC(c3ccc(OC)cc3)N(c3ccc(OC)cc3)C2=O)cc1 (stereo not drawn) | 1.4 | -6 | -7 | 0.2 | 105 | 1 | 4 | 104 | -4 | 2.7
Cc1ccc(C(O)c2ccncc2)cc1 (stereo not drawn) | 1 | 0 | -10 | 0.0 | 108 | -12 | -5 | 100 | 5 | 1.4
O=C(NCCc1ccccc1)C1CCN(c2nc3ccccc3o2)CC1 | 0.94 | 5 | -6 | -0.5 | 103 | 0 | 14 | 95 | -14 | 4.0
O=C(CCc1c[nH]c2ccccc12)NCc1ccc2c(c1)OCO2 | 1.3 | -5 | -2 | -0.3 | 109 | -6 | 4 | 104 | -4 | 0.5
Nn1cnnc1SCC(=O)Nc1ccc2c(c1)OCCO2 | 1.1 | 6 | 0 | 0.0 | 98 | 6 | 1 | 95 | -1 | 0.8
CCCOc1ccc(/C=C2\SC(=S)N(CC3CCCO3)C2=O)cc1 (stereo not drawn) | 1.1 | -2 | 1 | 0.0 | 91 | 8 | 3 | 102 | -3 | 17*
CC(C)CNC(=S)Nc1ccc(F)cc1 | 0.87 | 8 | -2 | -0.3 | 101 | -3 | -9 | 92 | 9 | -0.2
COC(=O)C1SCC2C(=O)N(Cc3ccc(Cl)c(Cl)c3)CC(=O)N21 (stereo not drawn) | 1.1 | -16 | -1 | -0.3 | 92 | 16 | -14 | 113 | 14 | 0.7
CCn1c(SCC(=O)c2ccccc2)nnc1-c1cccnc1 | 1.4 | -17 | 1 | -0.3 | 108 | -5 | 37 | 113 | -37 | -0.1
Cc1cc(NC(=O)CCC(=O)N(c2ccccc2)C(C(=O)NC2CCCC2)c2ccccc2)no1 (stereo not drawn) | 1.1 | -2 | -5 | -0.2 | 98 | 4 | 5 | 102 | -5 | 6.0
Going on with the list:
SMILES | NF-kB neuron act | STAT1 inh | FLuc inh counter | Hsp70 act | STAT3 activator | STAT3 inh | APP 5'UTR act | STAT1 activator | APP 5UTR inh | RAM inhibit
COc1cc(C(=O)Nc2ccc3c(c2)OCCO3)ccc1OC(C)C | 2 | -24 | 41 | 0.1 | 100 | 3 | 46 | 122 | -46 | 2.1
COc1cccc(NC(=O)CCSc2ccc3ccccc3n2)c1 | 1.6 | -2 | -1 | 0.3 | 92 | 9 | 1 | 102 | -1 | 1.0
CCCN(CCO)Cc1cccc(Cl)c1 | 1.2 | 3 | -7 | -0.3 | 105 | -1 | 2 | 97 | -2 | 0.8
Cc1nc(Nc2ccncc2)c2oc3ccccc3c2n1 | 2 | 2 | -6 | -0.5 | 93 | 8 | -5 | 104 | 5 | 0.2
COc1ccc(/C=C(/C(=O)Nc2ccccc2C(=O)NC(C)C)c2ccccc2)cc1 | 0.4 | 5 | -6 | -0.3 | 102 | -2 | 20 | 95 | -20 | -0.4
CC(=O)Nc1nc(C(=O)Nc2c(C)n[nH]c2C)cs1 | 2.5 | -3 | 3 | -0.1 | 99 | 4 | 13 | 102 | -13 | 0.5
Cc1ccc(C(O)(C(=O)NN(C(=O)c2ccccc2)c2ccccc2)c2ccc(C)cc2)cc1 | 1.1 | -3 | 0 | -0.3 | 106 | -6 | -13 | 103 | 13 | 4.2
COc1cccc(C(=O)Nc2ccc3c(c2)C(=O)N(CCC(=O)O)C3=O)c1 | 1.2 | -7 | 10 | 1.5 | 102 | 1 | 9 | 106 | -9 | 2.7
COc1ccc(CN2C(=O)/C(=C/c3ccc(-c4ccc(Cl)c(C(=O)O)c4)o3)SC2=S)cc1 | 1.3 | -8 | -6 | -0.1 | 106 | 3 | -3 | 105 | 3 | 5.7
Cc1ccc(C)c2[nH]c(=O)c(CCNC(=O)c3ccc(S(=O)(=O)N(C)C)cc3)cc12 | 1 | 0 | -6 | -0.3 | 89 | 19 | 3 | 100 | -3 | 2.9
CCOc1cc(-c2nc(C)c(C(C)=O)n2O)ccc1OCC(=O)Nc1ccc(F)cc1 | 0.6 | -2 | -1 | -0.2 | 94 | 10 | 0 | 100 | 0 | 2.3
CCCCNC(=O)c1cn(-c2ccc(OCC)cc2)c(=O)c2cc(OC)c(OC)cc12 | 0.62 | -1 | -4 | -0.1 | 104 | 1 | 1 | 101 | -1 | 4.2
O=C(Cc1ccccc1)N[C@H](c1ccccc1)P(=O)(O)CO | 1.5 | -2 | -9 | 0.0 | 94 | 16 | 2 | 101 | -2 | 4.1
COc1ccccc1C1CC(c2ccc(Cl)cc2)Nc2nc(N)nn21 (stereo not drawn) | 1.1 | 2 | -6 | -0.2 | 101 | 0 | 5 | 98 | -5 | 0.3
O=C(CC1NC(=O)NC1=O)NC1(C(=O)NC2CCCCC2)CCCCC1 (stereo not drawn) | 1 | 8 | -4 | -0.2 | 95 | 8 | -12 | 92 | 12 | 2.1
CCN1CCc2c(sc(NC(=S)NC(=O)c3ccccc3)c2C#N)C1 | 1.3 | 0 | -1 | 0.3 | 99 | 2 | 83 | 100 | -83 | -0.7
CCCNC(=O)c1c(N)n(-c2ccc(S(N)(=O)=O)cc2)c2nc3ccccc3nc12 | 1.1 | -1 | 0 | -0.1 | 88 | 22 | 0 | 97 | 0 | 5.0
COc1cc(C2CC(c3cccnc3)=NN2c2ccc(F)cc2)cc(OC)c1OC (stereo not drawn) | 1.1 | 6 | -4 | -0.1 | 103 | 4 | 21 | 93 | -21 | 7.5
CC1CCC2(CC1)NC(=O)N(CC(=O)NCc1cccs1)C2=O (stereo not drawn) | 1.7 | -1 | -8 | -0.5 | 103 | -3 | -8 | 101 | 8 | 1.6
N#C/C(=C\c1c[nH]c2ccccc12)C(=O)Nc1ncc(Cc2ccc(Cl)cc2Cl)s1 | 1.2 | -2 | -6 | -0.4 | 103 | -4 | 4 | 102 | -4 | 14*
CCSc1nnc(C)c2ccccc12 | 1.4 | 4 | -4 | -0.1 | 90 | 12 | 10 | 96 | -10 | -0.1
N/C(=N\OC(=O)CSc1ccccc1)c1ccc([N+](=O)[O-])cc1 | 2.1 | -24 | -3 | -0.1 | 98 | 4 | 38 | 121 | -38 | 1.0
c1ccc(-c2csc(-n3cnnn3)n2)cc1 | 1.1 | -7 | 0 | -0.1 | 91 | 19 | 0 | 106 | 0 | 2.4
O=C(Nc1cccc(Cl)c1)N1CCSc2cc(Cl)ccc21 | 1.1 | -12 | -4 | -0.2 | 100 | 6 | -3 | 111 | 3 | -0.5
COc1cc(C2C3=C(CCCC3=O)Nc3[nH]n(-c4ccccc4)c(=O)c32)cc(OC)c1OC (stereo not drawn) | 1.3 | 3 | -3 | 0.0 | 107 | -3 | -15 | 99 | 15 | 2.6
CCOC(=O)c1c(NC(=O)CSc2n[nH]c(N)n2)sc(CC)c1C | 1 | -5 | -3 | -0.2 | 100 | 7 | 3 | 106 | -3 | 7.1
CC(=O)c1ccccc1NC(=O)CSc1nnc2ccccn12 | 1.5 | -2 | -5 | -0.5 | 101 | 4 | 1 | 102 | -1 | 0.9
CC(Sc1nnc(-c2ccc(Cl)cc2)n1C)C(N)=O (stereo not drawn) | 1 | 5 | -4 | -0.5 | 110 | -7 | -5 | 96 | 5 | 1.3
CCCN1C(=O)C(NC(C)=O)c2ccccc21 (stereo not drawn) | 1.1 | -7 | -2 | -0.6 | 105 | -5 | -4 | 103 | 4 | 1.9
O=[N+]([O-])c1ccc(/C=N/NC(=S)Nc2ccccc2C(F)(F)F)o1 | 1.1 | -1 | -7 | -0.1 | 92 | 9 | 9 | 101 | -9 | -0.4

Copied from the results shown, five compounds:
SMILES | NF-kB neuron act | STAT1 inh | FLuc inh counter | Hsp70 act | STAT3 activator | STAT3 inh | APP 5'UTR act | STAT1 activator | APP 5UTR inh | RAM inhibit
CCOc1cc(-c2nc(C)c(C(C)=O)n2O)ccc1OCC(=O)Nc1ccc(F)cc1 | 0.6 | -2 | -1 | -0.2 | 94 | 10 | 0 | 100 | 0 | 2.3
CCCCNC(=O)c1cn(-c2ccc(OCC)cc2)c(=O)c2cc(OC)c(OC)cc12 | 0.62 | -1 | -4 | -0.1 | 104 | 1 | 1 | 101 | -1 | 4.2
O=C(Cc1ccccc1)N[C@H](c1ccccc1)P(=O)(O)CO | 1.5 | -2 | -9 | 0.0 | 94 | 16 | 2 | 101 | -2 | 4.1
COc1ccccc1C1CC(c2ccc(Cl)cc2)Nc2nc(N)nn21 (stereo not drawn) | 1.1 | 2 | -6 | -0.2 | 101 | 0 | 5 | 98 | -5 | 0.3
O=C(CC1NC(=O)NC1=O)NC1(C(=O)NC2CCCCC2)CCCCC1 (stereo not drawn) | 1 | 8 | -4 | -0.2 | 95 | 8 | -12 | 92 | 12 | 2.1
